FEN1 inh – blocks human flap endonuclease 1; P39748; Recombinant FEN1 flap cleavage, fluorescence, 15 min; 0.35% of 390,000 active; Potency, µM (top dose mostly 114 µM), for the others: at the highest dose activity change, negative = inhibition, usual class: inhibitors; note: nearly all actives have a fitted effect of over 65% in size
Target sequence (P39748 whole entry, looked up): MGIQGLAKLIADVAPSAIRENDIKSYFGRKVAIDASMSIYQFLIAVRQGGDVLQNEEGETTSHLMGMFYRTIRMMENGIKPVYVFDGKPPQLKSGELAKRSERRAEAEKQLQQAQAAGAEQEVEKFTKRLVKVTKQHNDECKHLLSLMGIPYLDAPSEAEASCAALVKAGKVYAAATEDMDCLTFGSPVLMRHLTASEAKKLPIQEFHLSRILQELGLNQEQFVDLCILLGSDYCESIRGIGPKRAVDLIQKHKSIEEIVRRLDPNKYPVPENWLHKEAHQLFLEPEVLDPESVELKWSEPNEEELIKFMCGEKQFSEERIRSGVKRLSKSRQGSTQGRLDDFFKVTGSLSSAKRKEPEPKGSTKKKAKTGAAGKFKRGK
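Enzyme 10 nM, 15 min RT preincubation with compound; start with substrate 50 nM final; reads at 0 and 15 min; qHTS titration, four-parameter Hill fit.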
GCN5L2 inh – blocks human GCN5L2 histone acetyltransferase. Q92830. 0.21% of 390,000 active. Potency, µM (series often up to 58.9 µM), without a hit: at the highest dose activity change, negative = inhibition, usual class: inhibitors. GCN5L2 HAT assay, ThioGlo1 CoA-SH fluorescence
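GCN5L2 (20nM final) in 50mM HEPES, 0.1mM EDTA pH 7.5, 0.01% Tween-20 was preincubated 15 min at room temperature with compound, then given ThioGlo1 (50uM), H3(1-25) peptide (75uM) and acetyl-CoA (70uM); CoA-thiol fluorescence (Ex340/Em540) was read at 0 and 20 min.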
N370S GC mod – inhibits or activates N370S mutant glucocerebrosidase; Potency, µM (series often up to 59.4 µM), for the others: top-dose activity change, negative = inhibition, usual class: inhibitors; AID 2101; 0.092% of 330,000 active; N370S GC spleen homogenate, 4MU-glucoside fluorescence; P04062;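 note: 0% = full enzyme activity and -100% = no enzyme basal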
Starred values were filed as active, the others as inactive; ? = inconclusive; / = not tested or not shown; & = joins results of further samples; [ ] = dose if it differs, or a comment. Calls come from the whole dose curve; as a rule, active = well fitted curve in the direction sought with a large enough effect; inconclusive = small, poorly fitted or top-dose-only effect, or another doubt; inactive = no such curve, though single readings can be large; an effect the other way counts as inactive or inconclusive. Unless noted, % is set by controls: 0 for no effect and ±100 for the full control effect; potency is the fitted concentration of half-maximal effect.

Below each SMILES: FEN1 inh	GCN5L2 inh	N370S GC mod
Cc1noc(C)c1C(=O)Nc1cc(Cl)ccc1N1CCOCC1
→ 9%	-1%	/
COc1cccc(N2CCN(C(=O)c3cccn3-c3nnc(N4CCCCC4)s3)CC2)c1
→ 0%	4%	/
COc1ccc(-c2nc(-c3cccc(C)c3)no2)cc1OC
→ -9%	-3%	-2%
COc1cc2c(C#Cc3cccnc3)c(-c3ccsc3)oc(=O)c2cc1OC
→ -28%	-4%	/
CCCCC(CC)CNC(=O)/C=C/c1ccc(F)cc1 (stereo not drawn)
→ /	-6%	13%
O=C(OCC(=O)N1CCN(C(=O)c2ccco2)CC1)c1ccccc1OCc1ccc(Cl)cc1
→ -12%	-1%	-18%
O=C1c2cccc3c(N4CCCCC4)ccc(c23)C(=O)N1CCO
→ -22%	0%	-5%
O=C(NC1CCCCC1)N1CCN(C(c2ccccc2)c2ccccc2)CC1
→ 7%	-6%	-2%
CCCn1nc(C(=O)Nc2nc3ccccc3[nH]2)c2ccccc2c1=O
→ -14%	-2%	-10%
CC(CNC(=O)CCc1nnc(CCC2CCCCC2)o1)c1ccccc1 (stereo not drawn)
→ -5%	-5%	-13%
COc1ccc(C2(C)NC(=O)N(CC(=O)Nc3ccc4ccccc4c3)C2=O)cc1OC (stereo not drawn)
→ 3%	-6%	-13%
C=CCn1c(=O)/c(=C2/SC(C)=C(C)N2CC)s/c1=C1/C(=O)N(CC)C(=S)N1c1ccccc1
→ 0%	-4%	19%
CN(C)S(=O)(=O)c1cccc(NC(=O)c2ccccc2OCc2ccc(F)cc2)c1
→ -5%	-2%	?
CC(C(=O)O)N(C(=O)c1ccccc1)c1ccc(F)cc1 (stereo not drawn)
→ -7%	1%	-1%
CCOC(=O)c1[nH]c2ccc(OC)cc2c1N=CN(C)C
→ 6%	-18%	-12%
CCOC(=O)c1cnn(-c2ccccc2)c1-n1cccc1C(=O)C(=O)Nc1ccc(OC)cc1
→ -9%	-27%	-3%
C[C@H](CO)N1C[C@H](C)[C@@H](CN(C)C(=O)Nc2ccccc2)Oc2c(NS(=O)(=O)c3cn(C)cn3)cccc2C1=O
→ 11%	-2%	/
O=C(O)C(Cc1ccccc1)N=C(NS(=O)(=O)c1ccccc1)c1ccccc1 (stereo not drawn)
→ -5%	1%	/
CC1CCCC(NC(=S)Nc2cccc(S(=O)(=O)N(C)C)c2)C1C (stereo not drawn)
→ -21%	-4%	-2%
CC1CNc2c(cccc2S(=O)(=O)N[C@@H](CCCN=C(N)N)C(=O)N2CC[C@@H](C)C[C@@H]2C(=O)O)C1 (stereo partly drawn)
→ /	-2%	-5%
COc1ccccc1P(=O)(c1ccccc1)c1ccccc1NC(C)=O (stereo not drawn)
→ -10%	-11%	6%
COc1ccc(Cc2nnc(NC(=O)c3ccc(C)cc3)s2)cc1OC
→ ?	-9%	-14%
Cc1cccc(N=C2C(=O)Nc3c(Cl)cccc32)c1
→ -9%	-6%	2%
Cc1ccc(C(=O)NC2(O)C(=O)c3ccccc3C2=O)cc1C
→ -15%	0%	-11%
CC(=O)NC(CSc1cc(C)nc2ccc(Br)cc12)C(=O)O (stereo not drawn)
→ -1%	-3%	4%
O=C(CN1C(=O)NC2NC(=O)NC21)NN=C1CCCC1 (stereo not drawn)
→ -3%	1%	-1%
CCOc1ccc2[nH]c(=O)c(CN(Cc3ccc(C)cc3)C(=O)N3CCCC3)cc2c1
→ 8%	-7%	-5%
COCCCNC(=O)CN(Cc1ccccc1)S(=O)(=O)c1ccccc1
→ -11%	-3%	-7%
CCOC(=O)C(CCC(=O)O)(CCC(C)C)c1csc(N)n1 (stereo not drawn)
→ 10%	-1%	/
COc1ccc2[nH]c(=O)c(CN(CC3CCCO3)C(=S)Nc3ccc(C)cc3)cc2c1 (stereo not drawn)
→ 1%	-2%	11%

Shown as tab-separated lines: entries from further up.
compound	FEN1 inh	GCN5L2 inh	N370S GC mod
COc1ccccc1P(=O)(c1ccccc1)c1ccccc1NC(C)=O (stereo not drawn)	-10%	-11%	6%
COc1ccc(Cc2nnc(NC(=O)c3ccc(C)cc3)s2)cc1OC	?	-9%	-14%
Cc1cccc(N=C2C(=O)Nc3c(Cl)cccc32)c1	-9%	-6%	2%
Cc1ccc(C(=O)NC2(O)C(=O)c3ccccc3C2=O)cc1C	-15%	0%	-11%
CC(=O)NC(CSc1cc(C)nc2ccc(Br)cc12)C(=O)O (stereo not drawn)	-1%	-3%	4%
O=C(CN1C(=O)NC2NC(=O)NC21)NN=C1CCCC1 (stereo not drawn)	-3%	1%	-1%
CCOc1ccc2[nH]c(=O)c(CN(Cc3ccc(C)cc3)C(=O)N3CCCC3)cc2c1	8%	-7%	-5%

Returning to the listing with the 4 entries that preceded the break.
Below each SMILES: FEN1 inh	GCN5L2 inh	N370S GC mod
CCOc1ccc2[nH]c(=O)c(CN(Cc3ccc(C)cc3)C(=O)N3CCCC3)cc2c1
→ 8%	-7%	-5%
COCCCNC(=O)CN(Cc1ccccc1)S(=O)(=O)c1ccccc1
→ -11%	-3%	-7%
CCOC(=O)C(CCC(=O)O)(CCC(C)C)c1csc(N)n1 (stereo not drawn)
→ 10%	-1%	/
COc1ccc2[nH]c(=O)c(CN(CC3CCCO3)C(=S)Nc3ccc(C)cc3)cc2c1 (stereo not drawn)
→ 1%	-2%	11%
CCN(CC)CCNC(=O)c1cn(CC)c2cc(N3CCN(C(=O)c4ccco4)CC3)c(F)cc2c1=O
→ 0%	0%	-3%
Clc1ccccc1-c1ccc(/C=N/n2cnnc2)o1
→ -10%	-4%	0%
O=C(NCCN1CCOCC1)c1ccc(Cl)c(S(=O)(=O)N2CCCCCC2)c1
→ -2%	-9%	?
O=[N+]([O-])c1ccc(N2CCNCC2)cc1NCc1cccnc1
→ 3%	-4%	14%
CN(C)CCCN(C(=O)c1ccc(S(=O)(=O)N2CCCCCC2)cc1)c1nc2ccc(F)cc2s1
→ -24%	-3%	?
Cc1ccc(NC(=O)CC(C)S(=O)(=O)c2ccc3c(c2)NC(=O)CO3)cc1C (stereo not drawn)
→ 29%&-6%	-6%&-11%	-27%
Fc1ccccc1C1c2[nH]c3ccccc3c2CCN1Cc1cccn1-c1ncccn1 (stereo not drawn)
→ -25%	-13%	-5%
Cc1ccc2oc(C(=O)N(Cc3sccc3C)C3CCS(=O)(=O)C3)c(C)c2c1 (stereo not drawn)
→ -16%	-4%	/
CCn1cc(C(=O)N2CCN(c3ccc([N+](=O)[O-])cc3)CC2)c(=O)c2ccc(C)nc21
→ -5%	-13%	-7%
COC(C[C@H](O)CC(=O)COCc1ccccc1)OC
→ -4%	-14%	-2%
CN(C)c1ccc(Nc2ncnc3c2c(-c2ccccc2)cn3-c2cccc(Cl)c2)cc1
→ 2%	-15%	/
CCS(=O)(=O)N1Cc2ccccc2CC1C(=O)Nc1cc(S(C)(=O)=O)ccc1Cl (stereo not drawn)
→ 9%	?	-2%
COC(=O)[C@@H]1CCCN1C(=O)CCc1nnc(CCc2c[nH]c3ccccc23)o1
→ -1%	-2%	6%
CNC(=S)NCCc1c[nH]c2ccc(OC)cc12
→ 0%	13%	-6%
NNC(=O)c1cc2nc(-c3cccs3)cc(C(F)(F)F)n2n1
→ 2%	-22%	8%
COc1ccc(/C=C/C(=O)Nc2ccccc2F)cc1S(=O)(=O)N1CCOCC1
→ -5%	-5%	/
Cc1ccc(-c2csc3nc(SCC(=O)Nc4ccc(Cl)c(C(=O)O)c4)[nH]c(=O)c23)cc1
→ -17%	-11%	0%
CC(C)CN(C(=O)COc1ccc(-c2nnco2)cc1)C1CCS(=O)(=O)C1 (stereo not drawn)
→ -5%	-21%	1%
COc1ccccc1N1CCN(C(=O)c2cnn(-c3ccc(F)cc3F)c2C2CCNCC2)CC1
→ 4%	38%[activator]	/
COC1C(C)=C(C)C(=O)N1Cc1ccc(F)cc1 (stereo not drawn)
→ 51%[activator]	2%	2%
CCn1c(C(O)c2ccc3c(c2)OCO3)nc2ccccc21 (stereo not drawn)
→ 5%	1%	8%
CCOC(=O)c1ccccc1NC(=O)c1c(O)c2ccccc2n(CC)c1=O
→ -16%	-5%	29%
Cc1ccc(S(=O)(=O)N(C)C)cc1NC(=O)c1ccccc1Br
→ 4%	-6%	-17%
CCOC(=O)C(=O)NN=C(c1ccccc1)c1ccccc1
→ 4%	-4%	-10%
NC(=O)NC(=O)CN1C(=O)NC2(CCOc3ccccc32)C1=O (stereo not drawn)
→ 16%	0%	-4%
Cc1cc(C)c(Cn2c(=O)n(Cc3ccccc3)c(=O)c3c(C)c(C)sc32)c(C)c1
→ 4%	4%	/
Cc1ccc(S(=O)(=O)N2CCOCC2)cc1NC(=O)COC(=O)CCc1c[nH]c2ccccc12
→ -11%	-4%	/
O=C(O)CCCN1C(=O)c2ccccc2Sc2ncccc21
→ 13%	9%	-2%
O=S(=O)(Nc1ccc(-c2ccc(N3CCCC3)nn2)cc1)c1ccccc1Cl
→ -2%	-1%	/
CCOC(=O)C1CCN(C(=O)CN(c2cccc(C(F)(F)F)c2)S(C)(=O)=O)CC1
→ -4%	-3%	-3%

An excerpt from above in order of count of non-hydrogen atoms, high to low.
Below each SMILES: FEN1 inh	GCN5L2 inh	N370S GC mod
Cc1ccc(NC(=O)CC(C)S(=O)(=O)c2ccc3c(c2)NC(=O)CO3)cc1C (stereo not drawn)
→ 29%&-6%	-6%&-11%	-27%
Cc1ccc(S(=O)(=O)N(C)C)cc1NC(=O)c1ccccc1Br
→ 4%	-6%	-17%
NNC(=O)c1cc2nc(-c3cccs3)cc(C(F)(F)F)n2n1
→ 2%	-22%	8%

Next part
Below each SMILES: FEN1 inh	GCN5L2 inh	N370S GC mod
CS(=O)(=O)c1nc(S(=O)(=O)c2ccc(Cl)cc2)c(NCCCN2CCCC2=O)s1
→ -13%	-2%	-4%
Cc1[nH][nH]c(=O)c1C(c1cc(Br)ccc1O)c1c(C)[nH][nH]c1=O
→ -17%	-6%	-10%
Cc1ccc(S(=O)(=O)NNC(=O)C(O)(c2ccccc2)c2ccccc2)cc1
→ -1%	-3%	5%
Cc1c(C#N)c2ncn(CC#N)c(=O)c2n1-c1ccccc1
→ 7%	-11%	4%
CNC(=S)N1CCN(c2ccc(OC)cc2)CC1
→ 6%	0%	-2%
O=C(CNC(=O)c1cccs1)N/N=C/c1cccc(Cl)c1
→ -21%	1%	-5%
CCN(CC)C(=O)C1CCCN(C(=O)c2cc(COc3ccc4ncccc4c3)on2)C1 (stereo not drawn)
→ -1%	?	-14%
Cc1cccc2[nH]c(CN(C)C(=O)CC3C(=O)NCCN3CC(C)(C)C)nc12 (stereo not drawn)
→ 19%	-3%	2%
CCN1C(=O)[C@H]2[C@@H](c3ccc(-c4ccc(C(C)=O)cc4)c(OC)c3)N[C@@](Cc3ccccc3)(C(=O)OC)[C@H]2C1=O
→ 7%	-14%	-5%
CSc1ccc(S(=O)(=O)Nc2ccc3c4c(cccc24)CC3)cc1
→ -8%	12%	0%
Cc1ccccc1C(=O)NC(C(=O)Nc1nc2c(s1)CCCC2)C(C)C (stereo not drawn)
→ 2%	2%	-4%
CC(=O)N1CCN(c2ccc(NC(=O)c3cccc([N+](=O)[O-])c3)cc2)CC1
→ 8%	-17%	-3%
O=C(CCS(=O)(=O)Cc1ccccc1)Nc1nc2c(s1)CCCC2
→ 15%	-14%	1%
Cc1ccc(S(=O)(=O)NC(C(=O)O)c2ccccc2)cc1 (stereo not drawn)
→ -1%	-1%	-8%
CC(Oc1ccccc1)C(=O)Nc1nc(-c2ccncc2)cs1 (stereo not drawn)
→ -9%	0%	/
CCn1nnc(NC(=O)c2cccnc2Cl)n1
→ -4%	-7%	13%
CCSc1nc2c(c(=O)[nH]c(=O)n2C)n1CC(O)COc1ccccc1C (stereo not drawn)
→ 2%	-1%	-21%
CS(=O)(=O)Oc1ccc(/C=N/NC(=O)c2ccncc2)cc1
→ -7%	-4%	2%
CCOc1ccc(OCC)c(Nc2nc3ccccc3n3nnnc23)c1
→ 2%	1%	/
CSCC[C@H](NC(=O)CN)C(=O)N[C@@H](CC(=O)O)C(=O)N[C@@H](CO)C(=O)N[C@@H](CC(C)C)C(=O)N[C@@H](C)C(=O)N[C@@H](Cc1ccccc1)C(=O)N[C@@H](CO)C(=O)NCC(=O)NCC(=O)N[C@@H](CC(C)C)C(N)=O
→ /	-12%	-2%
CCOC(=O)c1nc(Nc2ccc(Cl)cc2)c2c(C)noc2n1
→ 2%	-5%	/
O=C(COc1cccc2c1CCNC2=O)Nc1ccc(Cl)cc1
→ 4%	0%	-12%
Cn1c2ccccc2c2n[nH]c(=O)nc21
→ 1%	-3%	4%
CCN(CC)CCn1c2c(c(SCC(=O)Nc3ccc4c(c3)OCO4)nc1=O)CCC2
→ 17%	1%	-22%
C=CCOc1c(OC)cc(/C=N/Nc2cccc(C(=O)O)c2)c(Br)c1Br
→ -15%	-21%	-3%
COc1ccc(NC(=S)NN2CCN(C)CC2)cc1OC
→ 1%	32%[activator]	0%
CN(C)c1nc(N)nc(CSc2ccccn2)n1
→ 10%	-11%	-1%
